# a7 integrin act = qHTS for Activators of Integrin-Mediated Alleviation for Muscular Dystrophy; alpha7betagal myoblasts, beta-gal FDG fluorescence, 48 h; Potency, µM (series often up to 38.3 µM), for inactives: top-dose activation, usual class: activators; hit rate 0.064% among 350,000; AID 624291, 2012;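 note: potency is the fitted concentration of half-maximal effect; 100% = response of the positive control SU9516; nearly all actives have a fitted effect of over 60% in size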
#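 Alpha7betagal+/- myoblasts (passage 13) were plated 16-24 hr, then exposed to compounds (1:260 dilution of DMSO stock) for 48 hours at 37C. After MPER lysis, β-galactosidase reporter activity was read as FDG fluorescence (ex 480/em 540) after 30 minutes.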
# A-T KAP1 phos = qHTS Assay for Identifying a Potential Treatment of Ataxia-Telangiectasia | […] A-T fibroblasts, KAP-1 phosphorylation AlphaLISA; neocarzinostatin DNA damage 30 min before lysis | Potency, µM (series often up to 57.5 µM), inactives show top-dose activation, actives largely listed as activators | hit rate 0.19% among 320,000; note: potency is the fitted concentration of half-maximal effect; % of control where 0% means no effect; nearly all actives have a fitted effect of over 45% in size
#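 hTERT-immortalized A-T patient fibroblasts ([…]), 500 cells/well in OPTI-MEM, 1% FBS, got compounds for 60 min, then NCS for 30 min at 37C. Lysates were then assayed for phospho-KAP-1 by AlphaLISA (anti-pKAP1 donor, anti-KAP1 acceptor beads), 6 hr at 25C.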
# MBNL1 CUG block = qHTS Assay for Inhibitors of MBNL1-poly(CUG) RNA binding; Potency, µM (doses to about 57.5 µM), inactives show at the highest dose activity change, negative = inhibition, hits mostly inhibitors; TR-FRET MBNL1-His/biotin-(CUG)12 binding, 665/545 ratio; hit rate 0.036% among 280,000; active = well fitted inhibition curve with a large enough effect in the signal ratio, with a control signal flat, not every such curve was filed as active; inconclusive = small, poorly fitted or top-dose-only effect, or effect the other way, or a change in a side signal; inactive = no such curve, though single readings can be large or run the other way; the % refers to the signal ratio; note: potency is the fitted concentration of half-maximal effect; % is set by controls: 0 for no effect and ±100 for the full control effect
#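 Compound titration spanned 92 nM–58 uM against the MBNL1-His/biotin-(CUG)12 complex. After 60 min at room temperature with 5 nM streptavidin-XL665 and 0.055 ng/ul terbium anti-His, ratiometric 665/545 nm emission (Ex 340 nm) normalized to controls.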
# KCNH2 WT inh = qHTS for Inhibitors of KCHN2 3.1: Wildtype qHTS | Voltage-gated inwardly rectifying potassium channel KCNH2 (Homo sapiens), Q12809 | U2OS, BacMam KCNH2, thallium flux FluxOr; hits give low values | activity change, % at 1.84 µM | hit rate 0.37% among 340,000;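 active = maximum activity change below -70%; inconclusive = maximum activity change between -70% and -50%; inactive = maximum activity change above -50%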; note: % is set by controls: 0 for no effect and ±100 for the full control effect
#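 U2OS cells transduced with wild-type KCNH2 virus are loaded with FluxOr dye for 45 min, and thallium flux is measured in kinetic reads before and after stimulation buffer. Rate constants are normalized to DMSO controls.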
# KCNH2 3.1 inh = qHTS for Inhibitors of KCHN2 3.1: Mutant qHTS; activity change, % (tested at about 1.8 µM); U2OS KCNH2 3.1, thallium flux FluxOr; hits give low values; AID 720553, 2013; hit rate 0.95% among 340,000;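 active = maximum activity change below -70%; inconclusive = maximum activity change from -70% to -50%; inactive = maximum activity change above -50%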;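 note: thallium influx rate constant from kinetic fluorescence after stimulation buffer; % is set by controls: 0 for no effect and ±100 for the full control effect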
#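 Measured as rate of thallium-driven FluxOr signal in transduced U2OS cells carrying the 3.1 channel, read kinetically for 2 min upon stimulation; values are rate constants scaled to DMSO control wells.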
# ASM inhibitor = Inhibitors of Secretory Acid Sphingomyelinase (S-ASM): qHTS; Sphingomyelin phosphodiesterase (Homo sapiens), P17405; AID 504937, 2011; placental ASM, HMU-PC fluorogenic substrate, 60 min; Potency, µM (top dose mostly 57.5 µM), inactives show at the highest dose activity change, negative = inhibition, usual class: inhibitors; hit rate 0.006% among 340,000; note: potency is the fitted concentration of half-maximal effect
#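 Steps: dispense placental human ASM, pin compound, wait 10 min at room temperature, add HMU-PC0 substrate at 9 uM final, incubate 60 min at 37 °C, add stop solution raising pH to 10, read fluorescence.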
# MLL CXXC-DNA inh = qHTS Fluorescence Polarization Assay for Inhibitors of MLL CXXC domain - DNA interaction; Histone-lysine N-methyltransferase 2A (Homo sapiens), Q03164; MLL-CXXC / FITC-HOXA9 DNA fluorescence polarization; Potency, µM (series often up to 115 µM), inactives show at the highest dose activity change, negative = inhibition, actives largely listed as inhibitors; hit rate 0.037% among 290,000; AID 2662, 2010; active = well fitted inhibition curve with a large enough effect in the polarisation, with a control signal flat, not every such curve was filed as active; inconclusive = small, poorly fitted or top-dose-only effect, or effect the other way, or a change in a side signal; inactive = no such curve, though single readings can be large or run the other way; the % refers to the polarisation; note: potency is the fitted concentration of half-maximal effect
#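 Purified MLL-CXXC (added from a 7 uM solution) was preincubated 5 min at ambient with pinned compounds in 50 mM Tris-HCl pH 7.5, 50 mM NaCl, 1 mM DTT, 0.05% BSA. Fluorescein-labeled HOX-A9 DNA (50 nM solution) followed, 30 min, then polarization read.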
# FBPA coupling cs = qHTS Assay for Inhibitors of Fructose-1,6-bisphosphate Aldolase from Giardia Lamblia: Coupling assay counterscreen. coupling enzyme system counterscreen, AmpLite Red fluorescence. activity change, negative = inhibition, % at 58.2 µM, hits read low. hit rate 0.67% among 290,000. AID 2472, 2010; in the data active = activity change below about -30%; note: % is set by controls: 0 for no effect and ±100 for the full control effect
#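 Counterscreen of the coupled detection system alone, without aldolase: glyceraldehyde-3-phosphate coupling enzymes plus AmpLite Red readout. Compounds at 57.5 uM final, 10 min RT preincubation, 20 min RT reaction, fluorescence 525/598 nm.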
# TRPV1 ag = HTS Assay for Compounds that Act as Agonists of the Vanilloid Receptor 1. Transient receptor potential cation channel subfamily V member 1 (Homo sapiens), Q8NER1. TRPV1-expressing cells, Fluo-8 calcium influx, agonist mode. activation, % at 8.33 µM. hit rate 0.19% among 320,000; in the data active = activation above about 80%; inconclusive = between about 30% and that limit; note: 0% is about no effect
#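 Fluo-8 calcium influx in TRPV1-expressing cells, kinetic read (ex 480/em 520 nm). Compound added and read 3 min for agonist activity, followed by capsaicin at EC20 final and 2 min further read for enhancement.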
# GALK inhibitor = qHTS Assay for Inhibitors of Human Galactokinase (GALK); Potency, µM (titrated, usually from 57.5 µM), for the others: top-dose activity change, negative = inhibition, usual class: inhibitors; hit rate 0.007% among 270,000; AID 1868, 2009; P51570; Purified GALK, Kinase-Glo residual ATP luminescence; note: potency is the fitted concentration of half-maximal effect; % is set by controls: 0 for no effect and ±100 for the full control effect
#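 Galactose (100 uM) and ATP (35 uM) were turned over by 5 nM GALK for 1 h at RT. Kinase-Glo Plus then converted the remaining ATP into a luminescent signal.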
# The depositor's hits bear a star; ? = inconclusive; . = not tested or not shown; [ ] = another dose, or the depositor's remark. Unless noted, calls come from the whole dose curve; as a rule, active = well fitted curve in the direction sought with a large enough effect; inconclusive = small, poorly fitted or top-dose-only effect, or another doubt; inactive = no such curve, though single readings can be large; an effect the other way counts as inactive or inconclusive. Compounds were not picked by outcome (roughly 2% active in at least one column).
SMILES,a7 integrin act,A-T KAP1 phos,MBNL1 CUG block,KCNH2 WT inh,KCNH2 3.1 inh,ASM inhibitor,MLL CXXC-DNA inh,FBPA coupling cs,TRPV1 ag,GALK inhibitor
Cn1c(Sc2ccc(Br)cc2)c(C=O)c2ccccc21,-41%,14%,18%,-10,-45,0%,-15%,0,2,1%
Cn1c(=O)c2c(nc(NCc3cccnc3)n2Cc2cccc(C(F)(F)F)c2)n(C)c1=O,-26%,2%,-8%,1,-3,-3%,-7%,2,3,0%
C=CCC[C@@H](Cc1ccc(F)cc1)C(=O)OC[C@@H](Cc1c[nH]c2ccccc12)NC(=O)[C@@H](CC=C)CC(=O)N(CCO)Cc1ccccc1,-3%,-5%,.,5,-10,-14%,.,.,.,.
C1=CC(c2cc3ccccc3o2)OC(CCc2ccccc2)C1 (stereo not given),6%,10%,5%,2,-10,-7%,4%,-2,3,.
Cc1ccc(NS(=O)(=O)c2ccc(NC(=O)c3ccc(-c4ccccc4)cc3)cc2)c(C)c1,0%,.,.,-3,-2,-3%,.,.,.,.
CCC(=O)c1ccc(OCc2ccc(C(=O)OC)cc2)c(OC)c1,26%,1%,14%,13,-2,-3%,0%,.,6,1%
CN(C(=O)CCc1ccccc1F)C1CCCN(Cc2ccccc2F)C1 (stereo not given),10%,-2%,-2%,5,14,-3%,-8%,1,18,3%
COC(=O)c1ccc(CNC(=O)C2CCC(=O)N(CCCc3ccccc3)C2)cc1 (stereo not given),22%,11%,-7%,3,6,3%,7%,.,-1,10%
CCOC(=O)c1c(N2CCN(c3ccccc3)CC2)cc(C)nc1C,-19%,-1%,6%,-48,-97*,-1%,1%,0,17,-1%
O=C(O)C1C2C=CC(C2)C1C(=O)Nc1ccc(C(=O)N2CCCCC2)cc1 (stereo not given),16%,-1%,-9%,3,-2,3%,-6%,3,0,1%
Cc1ccccc1NC(=O)NCCc1nc2ccccc2[nH]1,10%,1%,-1%,-5,0,2%,3%,1,-1,-1%
Nc1nc(N)nc(-c2ccccc2O)n1,-6%,2%,6%,-8,1,-3%,0%,0,1,0%
Cc1cnc(NC(=O)CN2C(=O)C3CC=CCC3C2=O)s1 (stereo not given),16%,6%,-14%,-27,4,4%,2%,1,2,5%
Cc1nnc(SCc2ccc([N+](=O)[O-])cc2)o1,12%,4%,?,-7,3,-2%,7%,0,3,0%
O=[N+]([O-])c1cc(Br)cc(/C=N/n2cnnc2)c1O,31%,-16%,?,7,28,-5%,25%,14,4,0%
COc1cccc(-c2cc(C(=O)Nc3cc(C)n(Cc4ccc(Cl)cc4)n3)no2)c1,15%,6%,2%,-3,-1,-2%,11%,0,1,0%
O=C(CSc1ncnc2ccccc12)NCCc1ccccc1,-26%,3%,3%,-2,7,-1%,6%,2,1,1%
CC(NC(=O)COc1ccc(Oc2ccccc2)cc1)C(=O)O (stereo not given),13%,-19%,0%,5,9,0%,-10%,16,-4,4%
CCOc1ccc(N/C(=C(/C(Cl)=C(Cl)Cl)[N+](=O)[O-])n2cncn2)cc1,.,.,?,.,.,.,?,-3,-4,0%
COC(=O)c1sccc1NC(=S)N1CCN(c2cccc(C)c2C)CC1,-18%,1%,-12%,-14,-8,-3%,-7%,-3,5,.
CCN(CC)C(=O)CSc1ccc(C(F)(F)F)cc1[N+](=O)[O-],-34%,3%,?,-7,0,-2%,9%,0,4,3%
Cc1ccc(S(=O)(=O)N2CCN(c3cnn(C)c(=O)c3Cl)CC2)cc1,-22%,0%,-3%,1,7,0%,1%,1,-1,1%
O=C(COC(=O)Cc1ccsc1)Nc1cccc(F)c1,13%,0%,.,1,0,5%,.,.,24,.
C/C=C\C=C\C(=O)N1CC2(CC(c3cccc(NC(=O)/C(C)=C\C)c3)=NO2)C[C@H]1C(N)=O (stereo not given in full),7%,25µM*,?,-3,-11,-3%,17%,-9,-2,-1%
CCN(CC)S(=O)(=O)c1cccc(NC(=O)CN2C(=O)c3ccc([N+](=O)[O-])cc3C2=O)c1,4%,6%,?,-5,3,-6%,6%,1,-4,1%
# Other records.
SMILES,a7 integrin act,A-T KAP1 phos,MBNL1 CUG block,KCNH2 WT inh,KCNH2 3.1 inh,ASM inhibitor,MLL CXXC-DNA inh,FBPA coupling cs,TRPV1 ag,GALK inhibitor
CN(C)C(=O)C(Sc1ccc(S(=O)(=O)N2CCCC2)cn1)c1ccccc1 (stereo not given),-21%,21%,.,0,11,3%,.,.,1,.
O=C(C1CCCCC1)N1CCN(S(=O)(=O)c2cccc([N+](=O)[O-])c2)CC1,14%,-5%,?,-1,2,-5%,2%,.,-1,3%
O=C(CNC(=O)c1cccs1)NCCN1CCC(Cc2ccccc2)CC1,.,1%,-12%,.,.,.,7%,-1,-4,0%
NS(=O)(=O)c1ccc(-c2ccc(/C=N/Nc3ccc(C(=O)O)cc3)o2)cc1,-12%,-8%,?,8,-13,35%[activator],-10%,-7,-3,.
Cc1ccc(N2CCN(c3cc(C)nc4c5c(C)cc(C)nc5nn34)CC2)cc1,.,6%,11%,.,.,.,-2%,1,3,4%
COc1ccc(CNC(=O)CCNS(=O)(=O)c2cc(Br)cnc2N)cc1,13%,11%,-9%,-10,12,1%,-5%,.,6,-2%
CCc1nc2ccc(C(=O)NCCCN3CCN(c4ccccc4F)CC3)cc2nc1CC,0%,2%,13%,14,-4,0%,?,-3,8,.
CCOc1ccccc1-n1nnnc1SCC(=O)NC(=O)Nc1ccc2c(c1)OCCO2,1%,-4%,-6%,1,-1,-1%,0%,0,5,-2%
O=c1[nH]c(Nc2ccc3c(c2)OCCO3)nnc1Cc1ccccc1,1%,-2%,-6%,-5,-7,-2%,4%,1,-1,8%
O=C(CSc1ncnc2sc3c(c12)CCCC3)c1ccco1,-2%,-3%,9%,-8,-15,-5%,1%,4,?,1%
CSc1ccc(C(=O)C2CCCN(C(=O)Cn3cnnn3)C2)cc1 (stereo not given),-22%,4%,6%,-2,9,0%,?,-3,2,6%
CCC(C)(C)NC(=O)C(c1ccc(OC)cc1)N(C(=O)CCC(=O)Nc1cc(C)on1)c1ccc(OC)cc1OC (stereo not given),13%,5%,-7%,-11,4,2%,-5%,1,-2,1%
CCOC(=O)/C=C1/SCC(=O)N1CC(=O)c1ccc[nH]1,-37%,.,.,0,-24,2%,.,.,.,.
CCOc1cc(C(=O)NC)cc(Br)c1OC,2%,-1%,-10%,-4,0,1%,-13%,1,-2,8%
COCCn1c(SCC(=O)Nc2cc(C)on2)nc2c(c1=O)SCC2,11%,-6%,1%,2,9,1%,-2%,.,0,-2%
COc1ccc(S(=O)(=O)N(C)C[C@H]2Oc3ccc(NS(=O)(=O)c4cccs4)cc3C(=O)N([C@H](C)CO)C[C@@H]2C)cc1,20%,.,.,-3,-1,-3%,.,.,.,.
Cc1ccc(S(=O)(=O)C(C#N)c2nc3ccccc3nc2N2CCN(C)CC2)cc1C (stereo not given),-59%[inhibitor],-2%,7%,0,-5,0%,4%,5,9,0%
CCN1C(=O)c2cccc3c(NC(=O)c4ccc(OC)c(OC)c4)ccc1c23,-8%,0%,?,0,5,-8%,1%,-2,1,-4%
COC(=O)CSc1ccc2nnc(-c3ccc(F)cc3)n2n1,-4%,-4%,8%,-4,24,-1%,1%,1,.,-3%
Cc1ccc(C(NC(=O)N2CCN(C)CC2)C(Cl)Cl)cc1F (stereo not given),-29%,6%,4%,10,0,2%,-4%,3,3,3%
CCOc1ccccc1NC(=O)CSc1nnc(NC(=O)c2ccco2)s1,2%,4%,-3%,2,3,0%,?,5,0,-3%
COc1cccc(-c2cc(CC3(O)CCN(CCCc4ccccc4)CC3)on2)c1,-49%[inhibitor],7%,-3%,11,?,3%,10%,3,7,-5%
CN(C(=O)COC(=O)C1CCN(S(=O)(=O)c2ccc3c(c2)OCCO3)CC1)C1CCS(=O)(=O)C1 (stereo not given),-5%,-2%,.,5,1,4%,.,.,1,.

# Source: PubChem (National Center for Advancing Translational Sciences (NCATS))
